ERp5 block: blocks human ERp5 reductase activity on insulin; AID 651711; actives 0.05% (n = 350,000); Q15084; ERp5 insulin aggregation, absorbance 650 nm, 90 min; inhibition, % at 9.99 µM;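 active means mean replicate inhibition above about 25%, with every replicate also reaching it, limit read from the data, passing the limit was not always enough; inconclusive means only one of those two criteria met; inactive means neither criterion met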
E-sel inducer: E-selectin induction on HUVECs; P16581; HUVEC E-selectin immunofluorescence imaging; normalized: neutral wells 0, TNF-alpha wells 100; activation, % at 7.58 µM; actives 0.37% (n = 260,000); AID 686992;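 active means mean E-selectin-positive cell signal at least 10% of the positive control, reached in at least 60% of replicates, without over 20% cell loss; inconclusive means no rule given, readout overlaps actives, possibly toxicity-flagged; inactive means the rest, including those meeting only one limit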;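 further: in these data hits start at about 27%; measured in HUVEC primary endothelial cells; signal is the percent of cells scored E-selectin positive by PE staining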
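Test system: HUVEC; input: 3,000 HUVEC/well; measured by: immunofluorescence imaging; read-out: % PE-positive cells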
RAD54 branch: inhibitors of human RAD54 branch migration; RAD54 Holliday junction branch migration, FAM/BHQ fluorescence; inhibition, % at 10.4 µM; actives 0.14% (n = 360,000);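 active means mean normalized replicate activity at least 40 and at least half of replicates scoring 40 or more; inconclusive means only one of the two criteria met; inactive means mean below 40 and under half of replicates reaching 40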;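 further: 0% = median of neutral control wells and 100% = median of positive control wells; inhibitors cause a drop in the FAM fluorescence signal; in these data hits start at about 50%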
ERAP1 inh: inhibitors of human ERAP1 aminopeptidase | recombinant ERAP1, Leu-AMC fluorescence, 60 min | actives 0.15% (n = 340,000) | inhibition, % at 10.7 µM | Q9NZ08;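 active means mean replicate inhibition of at least 30%, or all replicates individually reaching that 30% level; inactive means mean below 30% and not every replicate reaching it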;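 further: 0% = neutral control wells and 100% = L-leucinethiol positive control wells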
Target sequence (Q9NZ08 whole entry, looked up): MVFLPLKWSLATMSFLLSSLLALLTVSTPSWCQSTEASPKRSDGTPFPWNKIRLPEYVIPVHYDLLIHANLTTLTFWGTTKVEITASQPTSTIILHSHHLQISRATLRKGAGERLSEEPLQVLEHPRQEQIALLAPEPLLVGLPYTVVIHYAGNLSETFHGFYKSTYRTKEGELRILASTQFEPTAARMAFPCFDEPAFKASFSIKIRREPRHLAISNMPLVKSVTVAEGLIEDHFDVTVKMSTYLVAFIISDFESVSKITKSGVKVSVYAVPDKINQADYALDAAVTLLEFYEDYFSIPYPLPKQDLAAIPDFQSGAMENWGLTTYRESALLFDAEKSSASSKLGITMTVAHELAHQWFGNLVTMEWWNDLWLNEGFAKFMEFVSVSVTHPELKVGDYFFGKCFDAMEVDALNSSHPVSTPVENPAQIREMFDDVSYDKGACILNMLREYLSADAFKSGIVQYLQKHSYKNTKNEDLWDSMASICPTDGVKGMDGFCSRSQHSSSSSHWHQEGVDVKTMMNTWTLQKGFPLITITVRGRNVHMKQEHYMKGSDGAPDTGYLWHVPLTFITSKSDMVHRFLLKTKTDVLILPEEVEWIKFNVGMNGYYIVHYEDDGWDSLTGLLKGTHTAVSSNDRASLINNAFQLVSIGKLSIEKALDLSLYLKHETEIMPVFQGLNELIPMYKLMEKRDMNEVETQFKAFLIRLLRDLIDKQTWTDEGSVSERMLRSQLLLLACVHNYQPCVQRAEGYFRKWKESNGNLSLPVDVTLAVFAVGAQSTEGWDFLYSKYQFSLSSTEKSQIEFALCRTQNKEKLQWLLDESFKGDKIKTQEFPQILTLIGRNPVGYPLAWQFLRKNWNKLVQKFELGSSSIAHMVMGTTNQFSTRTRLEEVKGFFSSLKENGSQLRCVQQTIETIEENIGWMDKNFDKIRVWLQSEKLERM
esBAF inh: inhibitors of esBAF chromatin remodeling in mouse ES cells. Bmi1-luciferase knock-in reporter, 24 h; 100% = twice the neutral-well signal. reporter increase, % at 12.5 µM. actives 2% (n = 350,000); in the data active means activation above about 40%; inconclusive means no clear call, values can overlap the other calls;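 further: 0% = median of the plate's neutral control wells and 100% = double that signal; a rise in the Bmi1 reporter signal indicates esBAF inhibition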
Xi reactivation: reactivates the inactive X chromosome in mouse fibroblasts | actives 0.055% (n = 360,000) | activation, % at 7.58 µM | XiGFP mouse fibroblasts, % GFP-positive cells imaging, 3 d; cells co-treated with 5-aza-dC sensitizer; scaled so ellipticine positive control = 100%;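 active means mean normalized replicate activation at least 10% and every replicate at or above 10%; inconclusive means only one of the two criteria met; inactive means mean below 10% and not all replicates reach 10%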;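 further: 0% = median of on-plate neutral control wells and 100% = ellipticine 6 µM median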
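assay system = SV40-immortalized XiGFP fibroblast cells, line 68-5-11 | buffer or medium = DMEM plus 5-aza-dC sensitizer | doses = single-point pinned compound dosing | times = 3-day compound exposure, then 15 min fixation at room temperature | benchmarks = positive control ellipticine, 6 µM final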
S100A4 inh HTS: blocks human S100A4 binding to myosin IIA peptide; P26447; S100A4/TAMRA-MyoIIA peptide fluorescence polarization; inhibition, % at 10.7 µM; actives 0.14% (n = 360,000); AID 652163;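 active means mean inhibition of at least 70% across replicates, with every replicate also reaching that level; inconclusive means mean inhibition reaches 70% but some replicates fall short; inactive means mean inhibition below 70%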
Target sequence (P26447 whole entry, looked up): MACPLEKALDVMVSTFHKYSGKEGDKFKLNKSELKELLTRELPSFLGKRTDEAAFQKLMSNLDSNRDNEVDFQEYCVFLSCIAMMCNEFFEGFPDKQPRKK
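Test system: S100A4 monomer protein; Medium: HEPES pH 7.2 with CaCl2, KCl, NaCl, DTT, Triton; Probe or stimulus: TAMRA-labelled myosin IIA heavy-chain peptide probe, 5 nM; Doses: one dose per compound; Times: polarization read 5 min after assay mix addition, stable 5–60 min; Benchmarks: neutral control DMSO, positive control TFP.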
RAD52 inh: blocks human RAD52 DNA annealing. AID 651710. inhibition, % at 18.7 µM. recombinant RAD52 DNA annealing, FRET fluorescence. P43351. actives 0.46% (n = 360,000);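 active means every replicate showing at least 50% inhibition; inconclusive means mean inhibition at least 50% but not in every replicate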
The depositor's hits bear a star; ? = inconclusive; . = not tested or not shown. The order is random. About 2.5% of those tested had a hit in this group.

SMILES	ERp5 block	E-sel inducer	RAD54 branch	ERAP1 inh	esBAF inh	Xi reactivation	S100A4 inh HTS	RAD52 inh
O=C(CSc1c2c(nc3ccc(Cl)cc13)CCCC2)N1CCN(C(=O)c2ccco2)CC1	-3	.	.	6	7	-0.1	-17	-13
CCc1ccc(NC(=O)COC(=O)/C(=C/c2ccccc2OC)c2ccccc2)cc1	2	-1.6	.	0	2	0.0	11	-7
O=S1(=O)CC(N2CCCC2)CN1Cc1cn(Cc2ccc(C(F)(F)F)cc2)nn1 (centres undefined)	-1	0.2	.	-1	.	0.1	11	-18
CCOC(=O)C1=CN(Cc2cccc(F)c2)S(=O)(=O)N(CC)C1c1ccc(F)c(Cl)c1 (centres undefined)	-4	-2.7	-7	-1	6	0.0	-2	-20
COc1ccc(NC(=O)c2cc(-c3ccco3)on2)cc1	-3	-0.3	-7	1	.	4.8	-3	-18
Cc1ccc([N+](=O)[O-])cc1N(CC(=O)NC1CCCC1)S(C)(=O)=O	-11	.	5	3	-6	0.1	0	-5
CCCn1c(N)c(C(=O)COC(=O)/C=C/c2ccc(OC(F)F)c(OC)c2)c(=O)[nH]c1=O	10	-0.1	-4	-3	0	0.2	1	1
O=C(C[C@H]1C=C[C@H](NC(=O)c2cccc(F)c2)[C@H](CO)O1)NCc1ccccc1	0	0.2	3	0	-1	-0.3	1	-7
COc1ccc(Nc2ccc(OC)cc2)cc1	.	.	1	-3	.	0.0	8	25
CCCNC(=O)[C@@H]1[C@@H](CO)[C@@H]2Cn3c(ccc(-c4ccccc4)c3=O)[C@@H]2N1C(=O)C1CCC1	-2	-0.2	7	-3	1	0.8	0	11
COCc1c(C(=O)NC2CCCCCC2)oc2ccccc12	10	-0.2	.	3	.	0.0	-6	-9
C#CCOCCOCCOCCNc1nc(N2CCOCC2)nc(N2CCN(C(=O)CCCCCCCCCCNC(=O)[C@H]([C@@H](C)CC)n3cc(CCCCN=C(N)N)nn3)CC2)n1	3	0.0	5	-7	7	-0.1	4	28
CC(=O)Nc1nc2cc3c(cc2s1)OCCO3	6	.	6	4	11	0.0	-2	-9
N#C[C@@H]1[C@@H](c2ccccc2-c2cccc(F)c2)[C@H](CO)N1C(=O)C1CCCC1	-9	0.1	.	1	.	0.0	38	114*
Cc1ccccc1C(=O)N1CCN(c2ccc(NC(=O)c3cccnc3)cc2)CC1	0	-1.7	.	0	.	0.3	-1	-3
COc1cccc(-c2ccc3c(c2)[C@H]2[C@H](CCN2S(=O)(=O)c2ccccc2C)[C@H](CO)N3)c1	-2	0.4	0	-2	-1	-0.1	-2	-42
O=C(COC(=O)c1cc2ccccc2cc1O)NCc1ccccc1	-2	.	9	-13	5	0.0	1	-9
O=C(NC1CCCC1)C(c1ccc(Cl)cc1)N(C(=O)c1csnn1)C1CC1 (centres undefined)	5	.	-4	8	-1	0.0	-1	-10
CCOC(=O)n1cc(C(=O)c2ccccc2O)cn1	5	0.2	0	1	4	0.4	-6	-13
COc1ccccc1CNC(=O)c1cccc2c1C(=O)N(Cc1cccnc1)C2	0	0.1	-3	-2	4	0.2	-5	-10
Cc1ccc2nc(NCc3ccccc3)c(C=NCc3ccccc3)c(=O)n2c1	0	.	13	13	.	-0.1	4	-10
COc1ccc(OC)c(NC(=O)COC(=O)C2CCN(C(=O)c3ccc(Cl)cc3)CC2)c1	-2	-0.2	.	3	.	0.0	9	-14
O=C(COC(=O)CNC(=O)c1ccccc1)NCCCc1ccccc1	-8	-0.6	-6	1	0	-0.2	1	1
CCOc1ccccc1NC(=O)CSc1nnc(C2CC2)n1CC	-1	-0.2	-7	1	-2	0.0	2	-8
COc1ccc(-n2nc(C(=O)N(C)C3CCCCC3)c3ccccc3c2=O)c(OC)c1	1	.	18	3	-1	0.0	4	-13
COc1ccc(/C=C2/SC(=O)N(CCC(=O)Nc3ccccc3)C2=O)cc1OC	-3	0.1	-4	-2	4	0.4	5	-21
C[C@@H]1CN([C@H](C)CO)C(=O)Cc2cc(NC(=O)Nc3ccc(F)cc3)ccc2O[C@H]1CN(C)C(=O)Nc1ccc(C(F)(F)F)cc1	.	?	0	.	1	0.3	.	.
CCCC1CCC(=NNC(=S)NCCc2ccccc2)CC1 (centres undefined)	2	3.6	.	2	.	-0.8	0	0
C[C@@H]1CN([C@H](C)CO)C(=O)c2cc(NC(=O)CCCCCC(=O)Nc3ccccc3N)ccc2O[C@@H]1CN(C)S(=O)(=O)c1ccc(F)cc1	-1	-1.6	.	0	.	0.4	-25	-32
C[C@H]1CCCCO[C@@H](CN(C)C(=O)c2ccccc2)[C@@H](C)CN([C@@H](C)CO)C(=O)c2cc(NC(=O)C3CCCCC3)ccc2O1	3	-0.1	3	0	0	-1.0	-25	15
C[C@H](CO)N1C[C@H](C)[C@H](CN(C)C(=O)Nc2cccc(F)c2)OCc2ccccc2-c2ccccc2C1=O	-7	-0.4	-3	0	3	-0.5	-2	0
Cc1ccc(Nc2nc(-c3cccnc3)cs2)cc1C	-5	0.2	.	-3	37	0.5	-5	-19
COc1cnc(-c2ccccn2)nc1Oc1c(C)cccc1C	0	.	.	-1	.	0.0	-2	-3
COc1ccccc1S(=O)(=O)N[C@@H]1CC[C@@H](CCNC(=O)C2CC2)O[C@H]1CO	4	-0.5	4	1	0	-0.2	-6	4
O=C(Nc1ccncc1)c1cc(-c2ccccn2)nc2ccccc12	-3	0.1	6	5	-5	0.1	0	-12
CCc1ccc(NC(=O)c2cnn3c(C(F)F)cc(C)nc23)cc1	2	.	0	-1	2	0.3	-1	-6
COc1cc(C(C(=O)NC2CCCCC2)N(C(=O)Cc2c[nH]c3ccccc23)c2ccc(C)cc2)cc(OC)c1OC (centres undefined)	4	0.7	.	-10	.	-0.1	-44	-5
Cc1cccc(COC[C@H](Cc2ccccc2)N2CCN(C(=O)c3ccc(Cl)c(Cl)c3)CCC2=O)c1	6	-6.7	.	.	.	0.0	2	-14
COc1ccc(NC(=O)CSc2n[nH]c(=O)n2Cc2ccccc2)cc1Cl	3	.	5	-4	-6	0.0	-4	-13
CCCNC(=O)Nc1ccc2c(c1)OC[C@H](C)NC[C@@H](C)[C@@H](OC)CN(C)C2=O	-4	-0.2	4	-2	4	0.2	-2	15

Two compounds drawn at random from the list so far:
SMILES	ERp5 block	E-sel inducer	RAD54 branch	ERAP1 inh	esBAF inh	Xi reactivation	S100A4 inh HTS	RAD52 inh
O=C(Nc1ccncc1)c1cc(-c2ccccn2)nc2ccccc12	-3	0.1	6	5	-5	0.1	0	-12
O=C(CSc1c2c(nc3ccc(Cl)cc13)CCCC2)N1CCN(C(=O)c2ccco2)CC1	-3	.	.	6	7	-0.1	-17	-13

(cont.)
SMILES	ERp5 block	E-sel inducer	RAD54 branch	ERAP1 inh	esBAF inh	Xi reactivation	S100A4 inh HTS	RAD52 inh
CCN1C(=O)NC(c2ccccc2)C1=O (centres undefined)	5	0.3	2	2	-5	0.0	0	0
C[C@H](O)C#Cc1ccc2c(c1)O[C@@H](CN(C)C(=O)c1ccncc1)[C@@H](C)CN([C@@H](C)CO)S2(=O)=O	0	0.0	-8	-1	-1	-1.1	9	-27
O=C(Cc1ccccn1)NCC[C@H]1CC[C@@H](NC(=O)CN2CCOCC2)[C@@H](CO)O1	-9	-0.2	-11	4	-3	-0.1	0	-29
COCc1ccc(C(=O)N2CCCC(C(=O)c3cccc(C(F)(F)F)c3)C2)o1 (centres undefined)	3	.	.	2	13	-0.1	-2	-9
COCc1c(C(=O)OCc2nnc(-c3ccc([N+](=O)[O-])cc3)o2)oc2ccccc12	-3	-0.1	.	-1	.	0.3	5	-3
CC(C)CC1NC(=O)N(CC(=O)Nc2cc([N+](=O)[O-])ccc2F)C1=O (centres undefined)	1	.	0	-2	2	0.0	0	-8
C[C@@H]1CN([C@@H](C)CO)C(=O)c2cc(C#Cc3ccccc3F)cnc2O[C@@H]1CN(C)S(=O)(=O)c1ccccc1F	3	-0.2	3	-4	0	0.3	-4	-7
O=C(Nc1ccccc1)N1CCCCN2[C@@H](CO)[C@H](c3ccc(C4=CCCCC4)cc3)[C@@H]2C1	-5	-0.6	7	4	-3	0.2	1	8
COc1ccc(CN(C)C[C@@H]2OCCCC[C@H](C)Oc3ccc(NS(=O)(=O)c4cccs4)cc3C(=O)N([C@H](C)CO)C[C@H]2C)cc1	-1	0.8	3	4	0	-0.1	-41	28
O=C(O)CCCN1C(=O)/C(=C\C(Cl)=C\c2ccccc2)SC1=S	4	2.5	1	11	-2	0.0	-10	-50
C[C@H](CO)N1C[C@H](C)[C@@H](CN(C)S(=O)(=O)c2cn(C)cn2)Oc2ccc(NC(=O)CCCN(C)C)cc2C1=O	4	-1.9	-5	-1	3	-0.1	1	7
CN(Cc1cn[nH]c1-c1cc2ccccc2o1)CC1CCOCC1	5	13	.	0	.	0.0	-3	1
Cc1ccc(S(=O)(=O)N2CCN(Cc3ccccn3)CC2)cc1	1	-0.1	-5	0	-13	0.6	5	-19
COc1ccc(C(=O)N2CCOC23CCN(c2ncccn2)CC3)cc1	-3	.	-11	3	9	0.3	-1	-2
CC(C)COc1ccc(C(=O)NC(Cc2c[nH]c3ccccc23)C(=O)NN)cc1 (centres undefined)	8	.	.	-1	-1	0.5	-8	-9
CCOc1ccc(Cl)cc1-c1cc(C(=O)Nc2ccc(F)cc2)[nH]n1	8	0.8	6	1	-10	-0.1	-1	-11
Cn1ccsc1=NC(=O)c1ccccc1F	2	.	-2	1	-2	0.0	0	-12
Cc1cccc(C)c1OCCCN1CCOCC1	5	.	2	0	-4	.	0	0
Cc1ccc(S(=O)(=O)N(C)C[C@@H]2OCCCC[C@H](C)Oc3ccc(NC(=O)Nc4c(C)noc4C)cc3C(=O)N([C@@H](C)CO)C[C@H]2C)cc1	2	.	-9	1	-1	0.2	-8	-23
CC(=O)O[C@H]1[C@@H](O)[C@H](O)[C@H](Oc2c(O)c(C)c3c4c2[C@@H](C)CC[C@@H]4[C@@H](C)C[C@H]3C=C(C)C)O[C@H]1C	2	0.1	-9	-2	-8	0.0	-3	-7
CCCc1ccc(-c2cc(NC(=O)Cc3c(C)[nH]c4ccccc34)ccc2N(C)c2cccnc2)cc1	0	0.5	.	0	.	0.0	-2	6
O=C(CCc1nnc2ccc(NCc3ccco3)nn12)Nc1cccc(F)c1	1	.	-3	-6	5	0.1	-9	-11
CCCn1c(N)c(N(CCOC)C(=O)c2cc(Cl)nc3ccccc23)c(=O)[nH]c1=O	-3	1.1	14	5	.	0.0	-1	-5
CCOC(=O)c1ccc(NC(=O)c2cccc3c2C(=O)N(CC2CCCO2)C3)cc1 (centres undefined)	-7	.	8	1	-12	0.0	-2	-57
Cn1c(N)c(C(=O)COC(=O)/C=C/c2cccc(C(F)(F)F)c2)c(=O)n(C)c1=O	4	-0.3	11	0	-1	-0.1	-15	-10
COc1ccc(S(=O)(=O)Nc2ccc3c(c2)[C@H]2C[C@@H](CC(=O)O)O[C@@H](CO)[C@H]2O3)cc1	-5	0.2	.	0	.	-0.1	-29	-6
O=C(CN1CCN(C2CCCCC2)CC1)NCCC1=CCCCC1	4	.	-6	-1	2	.	-4	-11

Bioassay records: PubChem, Broad Institute
